Screening results (PubChem)
BoNT A protease – BoNT A light chain protease inhibition. inhibition, % at 10 µM. 360,000 tested, 0.17% active. multiplex microsphere protease substrate cleavage, flow cytometry; further: plate controls were buffer without enzyme for full effect and enzyme alone for no effect
Anthrax LF prot – inhibitors of Bacillus anthracis lethal factor protease | multiplex microsphere protease cleavage assay, LF | P15917 | inhibition, % at 10 µM | AID 588501 | 360,000 tested, 0.12% active; further: plate controls were buffer without enzyme for full effect and enzyme alone for no effect
Target sequence (P15917 whole entry, looked up): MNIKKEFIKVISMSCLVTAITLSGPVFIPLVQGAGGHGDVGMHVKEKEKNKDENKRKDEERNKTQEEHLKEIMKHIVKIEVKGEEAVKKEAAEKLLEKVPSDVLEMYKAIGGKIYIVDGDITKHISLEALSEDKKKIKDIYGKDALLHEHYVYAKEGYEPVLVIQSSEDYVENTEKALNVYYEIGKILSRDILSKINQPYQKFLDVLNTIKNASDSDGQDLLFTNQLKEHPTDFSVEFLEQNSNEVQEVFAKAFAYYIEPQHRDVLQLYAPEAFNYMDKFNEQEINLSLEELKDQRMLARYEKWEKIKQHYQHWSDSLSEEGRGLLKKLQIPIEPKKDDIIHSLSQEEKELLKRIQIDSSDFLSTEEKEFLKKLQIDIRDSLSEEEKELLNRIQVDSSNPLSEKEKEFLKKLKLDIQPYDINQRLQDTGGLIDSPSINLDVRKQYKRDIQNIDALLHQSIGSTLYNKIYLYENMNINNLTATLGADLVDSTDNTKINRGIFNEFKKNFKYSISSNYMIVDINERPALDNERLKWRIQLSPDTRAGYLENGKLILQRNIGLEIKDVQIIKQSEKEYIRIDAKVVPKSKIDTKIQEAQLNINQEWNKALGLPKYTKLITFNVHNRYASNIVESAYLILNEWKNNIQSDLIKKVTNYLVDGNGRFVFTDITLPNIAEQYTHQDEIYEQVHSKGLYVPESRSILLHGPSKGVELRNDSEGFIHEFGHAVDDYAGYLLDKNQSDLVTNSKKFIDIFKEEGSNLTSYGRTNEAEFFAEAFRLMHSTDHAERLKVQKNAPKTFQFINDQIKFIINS
TcdB inh – inhibitors of Clostridioides difficile toxin B glycohydrolase; P18177; TcdB glycohydrolase enzymatic assay, plate reader; inhibition, % at 9.99 µM; 350,000 tested, 0.24% active; AID 652162; in the data active means inhibition above about 10%
BH1578 lux ind – induces V. cholerae light production without autoinducers; V. cholerae BH1578 lux reporter, luminescence, 6 h; activation, % at 18.7 µM; 350,000 tested, 0.16% active; AID 588436; in the data active means activation mostly above about 9.7%, no sharp cut-off; inconclusive means no clear call, values can overlap the other calls; inactive means mostly below about 3.7%; further: not every result past the cut was called active; inactives centre near 0; reference of the scale not given here
Yp Topo-I inh – blocks Yersinia pestis topoisomerase I activity; activity, % at 10 µM; AID 504884; 360,000 tested, 0.064% active; Y. pestis Topo-I cleavage product accumulation, plate reader; in the data active means activity above about 50%, passing the limit was not always enough; inconclusive means no clear call, values can overlap the other calls; further: inactives centre near 2
DUSP3 inh – DUSP3 (human) phosphatase inhibition | P51452 | AID 1654 | 290,000 tested, 0.52% active | recombinant VHR phosphatase, pNPP absorbance | inhibition, % at 13.3 µM; in the data active means inhibition above about 50%; further: some compounds called inactive have numbers as strong as hits
Target sequence (P51452 whole entry, looked up): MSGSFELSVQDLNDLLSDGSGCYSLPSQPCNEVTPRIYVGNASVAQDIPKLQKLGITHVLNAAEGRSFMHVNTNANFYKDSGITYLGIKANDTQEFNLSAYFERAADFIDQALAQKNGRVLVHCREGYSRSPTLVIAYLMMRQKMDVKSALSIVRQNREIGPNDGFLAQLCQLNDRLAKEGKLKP
CCHF vOTU inh – blocks the CCHF virus ovarian tumor domain protease; CCHFV vOTU protease, Pep-AMC fluorescence; inhibition, % at 11.5 µM; 370,000 tested, 0.55% active; in the data active means inhibition above about 30%; further: 0% = vehicle wells with enzyme and 100% = no enzyme wells
3CLpro inhibitor – SARS-CoV 3CLpro protease inhibition. P0C6X7. recombinant SARS-CoV 3CLpro, quenched FRET peptide cleavage. inhibition, % at 6 µM. 290,000 tested, 0.14% active. AID 1706; in the data active means inhibition above about 12%
PfHsp40 yeast – rescue of PfHsp40-mediated yeast toxicity. AID 504582. growth rescue, % at 12.5 µM. 340,000 tested, 0.68% active. S. cerevisiae expressing PfHsp40, growth rescue, ATP luminescence; in the data active means growth rescue above about 28%, passing the limit was not always enough; inconclusive means no clear call, values can overlap the other calls;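 further: yeast W303a lacking pdr1 and pdr3 grown in galactose medium; growth measured after three days at 30 °C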
SSB-PriA inh – K. pneumoniae PriA-SSBct interaction inhibition. AlphaScreen SSBct-PriA binding, biotinylated peptide. inhibition, % at 33 µM. 430,000 tested, 0.6% active; in the data active means inhibition mostly above about 37%, no sharp cut-off; inactive means mostly below about 20%;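 further: plate controls were negative control peptide for no effect and reference peptide for full effect; strong numbers were not always called active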
Starred values were filed as active, the others as inactive; i = inactive; ? = inconclusive; . = no result given; & = joins results of further samples. Unless noted, no stated cut-off is given here; in the data, active means inhibition above about 30%; inconclusive means no clear call, values can overlap the other calls; inactive means below that. These rows are one share of the data (hit frequency here may not be typical).

molecule,3CLpro inhibitor,TcdB inh,DUSP3 inh,Anthrax LF prot,BoNT A protease,Yp Topo-I inh,PfHsp40 yeast,CCHF vOTU inh,SSB-PriA inh,BH1578 lux ind
CC(C(=O)c1ccc(Br)cc1)[n+]1cccc2ccccc21 (configuration not stated),-5,-0.4,8,-8,-4.5,-6,1.9,-14,-9,0.7
COC(=O)c1c(Oc2nc(OC)cc(OC)n2)cccc1Oc1nc(OC)cc(OC)n1,0,0.4,-2,-7,-1.0,-2,-0.5,-21,-1,-0.8
Cc1cc(Cl)ccc1C(=O)C1CCCN(C(=O)c2cccc(N3CCCC3=O)c2)C1 (configuration not stated),-4,0.5,-26,2,-1.0,12,1.7,9,-18,0.9
CC(=O)Nc1ccc(S(=O)(=O)N2CCN(c3nnnn3-c3ccccc3)CC2)cc1,-1,-3.6,10,2,0.1,7,-1.5,0,11,i
COC(=O)c1c(C)oc2ccc(OC(=O)N3CCOCC3)cc12,2,.,0,-3,-0.3,-7,1.8,4,-6,i
CC(C)N(C(=O)COC(=O)CCC(=O)c1cccs1)c1ccccc1,.,1.7,.,.,.,7,1.2,-2,-10,i
O=C(CN1CCC(n2nnc3cc(F)ccc32)CC1)Nc1ccccc1N1CCOCC1,0,.,36,6,1.3,6,0.5,-9,-9,i
CCCN1CNC(=S)N(c2ccccc2C)C1,-1,1.0,12,-3,-0.9,-3,0.1,-1,-6,-0.4
COc1ccc(NC(=O)c2cccs2)cc1C(=O)N1CCN(c2ccccc2)CC1,1,0.4,30,-3,-1.9,38,1.5,19,21,1.5
Nc1ccn(CC(=O)NCc2ccc3[nH]ccc3c2)c(=O)n1,.,-0.7,.,1,0.2,-8,-0.5,-6,-7,i
COc1ccc(CN=C2NC(=O)CC(C(=O)Nc3ccc(Cl)cc3)S2)cc1 (configuration not stated),5,1.1,-1,3,0.1,4,0.7,-21,-4,-0.2
COc1ccc(S(=O)(=O)NCC2CCC(C(=O)NCCCN3CCCC3=O)CC2)cc1 (configuration not stated),0,1.4,4,-5,-0.4,5,-1.1,-11,-2,0.4
Cc1ccc(Nc2nc(=O)c3cc([N+](=O)[O-])ccc3s2)cc1,0,0.7,7,-6,-1.1,-9,-1.5,-5,-10,i
COc1ccc([C@H]2N[C@]3(CCCN(Cc4ccccc4)C3=O)[C@H]3C(=O)N(C)C(=O)[C@@H]23)cc1,.,0.3,.,-9,-0.5,6,.,-4,.,-0.4
CCC(CC)C(=O)Nc1cc(NC(=O)C(CC)CC)cc(C(=O)O)c1,0,.,-17,1,0.2,-6,1.1,8,2,5.0
S=C(c1ccc(-c2cc(Cl)ccc2Cl)o1)N1CCOCC1,-1,.,-5,-9,0.8,-7,-0.4,-14,5,-0.3
Cn1c(O)c(C=NCCN2CCOCC2)c(=O)[nH]c1=S,-3,0.7,0,-6,-5.1,-14,-2.1,12,-10,-0.7
O=C(NNS(=O)(=O)c1cccc(Cl)c1)c1cc(-c2ccc(F)cc2)nc2ccccc12,2,-1.0,17,-8,-0.3,-1,-1.4,16,1,-0.3
COc1ccc(C(=O)CN2CCOCC2)cc1F,-2,.,11,2,-0.1,-9,0.9,6,-2,2.4
CC(=O)/C(N=Nc1ccc(C(=O)O)cc1[N+](=O)[O-])=C(\C)O,8,0.0,11,-3,0.6,4,0.9,12,.,0.4
Cc1sc2nc(CSCC(=O)Nc3ccc(Cl)cc3F)[nH]c(=O)c2c1C,.,2.1,.,1,1.8,6,0.1,-2,-2,i
COc1ccc(C(CNC(=O)/C=C/c2c(Cl)nc3ccccn23)N(C)C)cc1 (configuration not stated),2,1.8,26,3,0.9,-2,1.0,-3,-1,-0.7
CCn1c(C)nc2cc(C(=O)OC)ccc21,-1,0.9,22,-12,-0.2,0,-1.6,-8,6,i
CCCc1cc(=O)oc2cc(OCC(=O)NCCc3ccc(S(N)(=O)=O)cc3)ccc12,-2,-0.7,-14,3,1.3,12,0.5,6,2,i
CCCCOC(=O)CSCC(=O)N1N=C(c2cccs2)CC1c1ccc(F)cc1 (configuration not stated),2,2.3,-4,-1,-0.2,45,11,-8,-17,-0.3
CCCn1nnc(NC(=O)c2ccc(OCC)c(Cl)c2)n1,2,0.8,-8,-8,1.1,2,0.1,23,-2,i
COc1cccc(C(C(=O)NC2CCCCC2)N(C(=O)Cc2cccs2)c2ccc(-n3cnnn3)c(OC)c2)c1 (configuration not stated),2,.,21,-1,-0.2,-1,0.9,2,2,-6.2
CCOC(=O)c1c(C)oc2c1c1c(c3ccccc32)OCN(CCCC(=O)O)C1,5,-0.5,-13,1,0.6,10,-0.1,1,24,-1.3
CCC(CC)C(=O)Nc1c(C(=O)N2CCN(c3ccccc3)CC2)oc2ccccc12,5,1.9,13,.,.,8,-1.0,10,-12,-2.6
ClCCOCOCCCl,.,0.8,.,1,-0.5,1,-1.5,7,0,-0.4
CN(C)c1nc(N)nc(-c2ccco2)n1,4,.,7,-7,-0.5,-1,-0.2,9,-15,i
Cc1occc1C(=O)NNC(=O)c1ccccc1Br,1,0.9,-11,0,0.0,-10,-0.6,-1,-12,i
C=C(C)CSc1nnc([C@@H](NC(=O)OC(C)(C)C)C(C)CC)o1 (some centres not stated),1,.,-31,-1,?,20,0.5,4,-9,i
CS(=O)(=O)N1CCC(Oc2ccccc2C(=O)NC2CCOC2)CC1 (configuration not stated),-1,1.1,30,-8,-1.2,-8,0.8,5,8,i
CC(=O)Nc1cccc(NC(=O)C2CC(=O)N(C3CCCCC3)C2)c1 (configuration not stated),5,-0.4,9,2,2.0,5,-1.3,1,4,i
CCCc1cc(C(=O)N2CCCC(C(=O)c3ccc(Cl)cc3)C2)n(C)n1 (configuration not stated),-6,-0.7,35,-3,0.2,23,0.3,2,-6,-0.1
CC1=NCCN1S(=O)(=O)c1c(C(C)C)cc(C(C)C)cc1C(C)C,-2,1.0,-9,0,-1.9,8,-0.8,12,-13,i
CCC(Oc1ccccc1)C(=O)Nc1nnc(C(F)(F)F)s1 (configuration not stated),-5,.,3,-4,-0.2,1,-2.9,4,-9,i
Cc1cc(C(=O)N2CCC2(C)C(=O)Nc2cccc3ccccc23)nn1C (configuration not stated),.,0.1,.,-3,-0.5,1,.,-7,.,i
CCOC(=O)c1cccc(Nc2nc(-c3cccnc3)nc3ccccc23)c1,6,.,17,10,3.9,11,11,17,-7,i
CCOc1ncccc1C(=O)OCC(=O)Nc1ccc2c(c1)OCCO2,.,0.3,.,-5,-0.1,0,-0.6,-9,-6,i
CCC(OC(=O)c1ccco1)C(=O)NCc1ccc(C)cc1 (configuration not stated),-4,.,12,-3,-0.7,2,-0.4,-12,-3,0.4
CCOC(=O)c1c(NC(=O)CSc2nnc(C)c(=O)[nH]2)sc2c1CCC2,0,.,-19,-5,-0.6,2,-1.8,3,-3,0.5
COc1ccc(-c2cn3ccccc3n2)cc1,0,4.4,17,-4,-0.9,-7,0.6,-32,3,i
CCCNC(=O)N1CCN(c2ncccn2)CC1,-1,.,22,-1,-0.4,2,0.6,8,-11,-0.5
CCOC(=O)c1cnc(SCC(=O)Nc2cc(OC)ccc2OC)nc1N,-3,.,-10,-1,-0.9,6,0.5,11,9,11
O=C(CN1CCC(O)(c2ccc3c(c2)OCO3)CC1)OC1CCCCC1,2,.,-9,1,1.0,1,-0.4,6,-1,i
O=S(=O)(O)CCS,.,0.4,.,9,-0.2,3,-1.3,-9,-1,i

One compound at a time, as listed above. Values in the order: 3CLpro inhibitor	TcdB inh	DUSP3 inh	Anthrax LF prot	BoNT A protease	Yp Topo-I inh	PfHsp40 yeast	CCHF vOTU inh	SSB-PriA inh	BH1578 lux ind
CCC(OC(=O)c1ccco1)C(=O)NCc1ccc(C)cc1 (configuration not stated) is entered as -4	.	12	-3	-0.7	2	-0.4	-12	-3	0.4
CCCNC(=O)N1CCN(c2ncccn2)CC1 is entered as -1	.	22	-1	-0.4	2	0.6	8	-11	-0.5

(more compounds)
molecule,3CLpro inhibitor,TcdB inh,DUSP3 inh,Anthrax LF prot,BoNT A protease,Yp Topo-I inh,PfHsp40 yeast,CCHF vOTU inh,SSB-PriA inh,BH1578 lux ind
C=C1C(=O)[C@]23C[C@H]1CCC2[C@]1(C)C(=O)CC[C@@](C)(C(=O)O)C1C[C@@H]3O (some centres not stated),.,0.2,.,0,-0.2,.,.,-2,.,.
Cc1ccc(F)cc1NC(=O)c1ccc(OCC2CCCO2)cc1 (configuration not stated),.,-0.6,.,.,.,2,0.6,5,2,i
COc1ccc(C(=O)Nc2cccc(/C=C(\CCC(=O)O)c3nc4ccccc4s3)c2)cc1,-1,0.3,26,-7,1.7,15,0.3,10,3,-0.3
CC1CN(c2nc3ccccn3c(=O)c2/C=C(\C#N)C(=O)N2CCOCC2)CC(C)O1 (configuration not stated),11,1.4,21,.,.,-11,-2.5,-5,0,i
Nc1ccc(N=Nc2ccccc2)cc1,0,0.5,23,-5,-0.3,-14,-1.6,13,49&-13,i
COc1cc2cc(CCCOC(=O)c3ccco3)oc(=O)c2cc1OC,.,2.1,.,12,-0.3,-4,0.4,-2,-3,i
Cc1cc(OCC(=O)OCC(=O)Nc2cc(C(F)(F)F)ccc2N2CCOCC2)ccc1Cl,3,0.2,8,2,0.2,-1,0.6,-4,-10,i
COc1ccc(F)cc1C(=O)COC(=O)c1n[nH]c(=O)c2ccccc12,.,1.3,.,-11,-0.2,0,0.5,2,-3,-1.3
CCCCn1c(N)c(N(CCOC)C(=O)c2cc(-c3ccccc3)nc3ccccc23)c(=O)[nH]c1=O,.,1.6,.,6,2.4,2,-0.5,-1,-17,-5.0
CCN(CC)c1ccc(/C=N/NC(=O)c2cc3ccccc3[nH]2)cc1,1,-1.8,5,.,.,6,0.7,-11,.,-0.5
CN[C@H](C)C(=O)NC[C@H]1O[C@@H](n2ccc(N)nc2=O)[C@H](O)[C@@H]1O,.,-0.3,.,-6,-0.1,0,.,6,.,-0.4
CCCCc1nc2cc(C(=O)NCCc3cnn(C)c3)ccc2o1,0,1.0,14,0,-2.2,2,1.7,-1,-8,i
CCCNC(=O)c1cccc(COCC(F)(F)F)c1,-7,.,.,1,-2.7,6,-1.4,-2,-5,-2.9
